Candida biofilm = clotrimazole potentiators killing Candida biofilms, primary screen, with clotrimazole, Alamar Blue. inhibition, % at 6 µM. C. albicans biofilm + clotrimazole. 85,000 compounds, 0.14% hits. AID 834, 2007;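 active = inhibition above 20%; inactive = inhibition below 20%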;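 also: preformed 24 hr biofilms exposed to compound for 48 hr; 0% = biofilm without compound and 100% = blank killed by clotrimazole plus chlorhexidine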
VCAM1 TNFa inh = inhibitors of TNFa-induced VCAM1 expression, primary screen, imaging, HUVEC, TNFa stimulus, immunofluorescence. HUVEC TNFa-induced VCAM-1 immunofluorescence, high-content imaging. inhibition, % at 2 µM. 95,000 compounds, 0.48% hits;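 active = inhibition above the batch mean plus 3 SD, with images confirmed as a hit by eye, cut at about 37% in these data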;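 also: 0% = TNF-stimulated DMSO wells and 100% = unstimulated control wells; not every result past the cut was called active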
MT1-MMP txn act = MT1-MMP promoter reporter activation – cell-based, luciferase luminescence, primary screen | HT1080 MT1-MMP promoter luciferase reporter, overnight; hits give high values | activation factor at 10 µM | 86,000 compounds, 0.16% hits | AID 750, 2007;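 active = activation factor of at least 2 for MT1-MMP transcription at 10 µM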
TNFa cytotox = cytotoxicity in TNFa-stimulated HUVEC, primary screen, cytotoxicity control for VCAM1 expression modulator project, imaging, Hoechst nuclei count | cell count reduction, % at 2 µM | 93,000 compounds, 0.17% hits | HUVEC TNFalpha-stimulated, Hoechst cell count;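 active = cell count reduction exceeding the screen mean by over 5 SD, scaled to untreated wells per plate, cut at about 78% in these data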;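 also: cells counted after 24 h of TNF alpha exposure following the 1 h pretreatment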
cytoskel mod = modifiers of F-actin cytoskeleton organization, primary screen, imaging, HUVEC, phalloidin staining, high-content imaging; HUVEC TNFa F-actin phalloidin imaging; inhibition, % at 2 µM; 91,000 compounds, 0.18% hits; AID 836, 2007;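 active = inhibition above the batch mean plus 3 SD and confirmed as a hit by visual image inspection, cut at about 30% in these data, passing the limit was not always enough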; also: strong numbers were not always called active
IL1B cytotox = cytotoxicity in IL-1B stimulated HUVEC, primary screen, cytotoxicity control for IL-1B NFkB translocation project, imaging, Hoechst nuclear count, IL-1B stimulus; 94,000 compounds, 0.41% hits; cell count reduction, % at 2 µM; HUVEC cell count loss; AID 845, 2007;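 active = cell count reduction more than 3 SD above the screen-wide mean, cut at about 70% in these data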;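 also: normalized per plate to untreated control cells as the no-loss baseline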
DAT uptake mod = changed hDAT dopamine uptake under cocaine IC80, either direction, primary screen, cocaine antagonist project, cell-based, LLC-PK1 hDAT, [14C]-dopamine uptake, MLSMR. Sodium-dependent dopamine transporter (Homo sapiens), Q01959. LLC-PK1 hDAT cells, [14C]-dopamine uptake with cocaine IC80; actives deviate in either direction. B-score at 10 µM. 110,000 compounds, 1.3% hits;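 active = Z score or B-score, a plate-position-corrected score, falls beyond the plate's 99.7% confidence bounds, in either direction; inactive = both scores lie inside the 99.7% bounds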;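 also: scored against the spread of the other compound wells on the same plate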
Target sequence (Q01959 whole entry, looked up): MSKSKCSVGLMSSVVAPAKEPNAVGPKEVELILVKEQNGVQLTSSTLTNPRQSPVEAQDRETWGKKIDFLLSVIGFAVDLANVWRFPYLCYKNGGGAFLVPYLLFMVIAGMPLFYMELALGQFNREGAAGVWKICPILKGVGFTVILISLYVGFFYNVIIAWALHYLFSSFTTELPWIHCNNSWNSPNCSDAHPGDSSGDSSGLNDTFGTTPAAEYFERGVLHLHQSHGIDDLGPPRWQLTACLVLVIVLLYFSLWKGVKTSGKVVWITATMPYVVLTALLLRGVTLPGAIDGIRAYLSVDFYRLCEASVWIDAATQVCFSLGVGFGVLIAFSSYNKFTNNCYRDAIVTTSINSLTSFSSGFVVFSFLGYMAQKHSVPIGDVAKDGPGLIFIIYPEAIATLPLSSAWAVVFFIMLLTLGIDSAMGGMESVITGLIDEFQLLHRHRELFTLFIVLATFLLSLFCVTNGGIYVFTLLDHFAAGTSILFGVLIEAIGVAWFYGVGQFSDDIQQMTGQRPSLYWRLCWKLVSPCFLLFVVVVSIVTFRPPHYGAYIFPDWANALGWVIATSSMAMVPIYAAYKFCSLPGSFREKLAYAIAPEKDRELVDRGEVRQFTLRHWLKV
Smad3 inh = Smad3/FoxH1 peptide binding inhibitors, primary screen, biochemical, TR-FRET | TR-FRET Smad3/Dy647-FoxH1 peptide binding, europium anti-His | inhibition, % at 25 µM | 88,000 compounds, 0.29% hits | AID 630, 2007;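 active = compounds that reduce the energy-transfer binding signal between the protein and its labelled peptide by more than half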;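 also: 0% = Smad3 plus labelled peptide maximal FRET and 100% = peptide-only background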
Target sequence (P84022 whole entry, looked up): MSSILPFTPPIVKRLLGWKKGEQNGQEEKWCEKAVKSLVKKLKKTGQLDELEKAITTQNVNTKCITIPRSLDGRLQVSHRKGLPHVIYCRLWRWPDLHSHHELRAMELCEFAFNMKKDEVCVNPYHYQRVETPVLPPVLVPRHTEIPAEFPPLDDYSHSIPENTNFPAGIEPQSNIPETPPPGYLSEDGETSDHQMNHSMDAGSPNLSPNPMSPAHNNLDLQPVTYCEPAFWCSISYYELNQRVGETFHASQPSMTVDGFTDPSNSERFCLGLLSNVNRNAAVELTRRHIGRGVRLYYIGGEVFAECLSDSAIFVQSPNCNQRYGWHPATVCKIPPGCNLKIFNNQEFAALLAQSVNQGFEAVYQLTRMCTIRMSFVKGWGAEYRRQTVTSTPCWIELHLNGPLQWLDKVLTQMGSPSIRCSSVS
PTPN22 inh 2 = PTPN22 phosphatase inhibitors, primary screen, biochemical, DiFMUP fluorescence, 2 µM. AID 640, 2007. inhibition, % at 2 µM. 96,000 compounds, 0.21% hits. recombinant LYP catalytic domain. Tyrosine-protein phosphatase non-receptor type 22 (Homo sapiens), Q9Y2R2;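 active = inhibition at 2 µM at or above a set limit, the screen mean plus 3 SD, cut at about 24% in these data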;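 also: 0% = DMSO with enzyme and 100% = enzyme fully blocked by orthovanadate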
* hit, by the source's call; x = no result given; [ ] = remark or other dose. An excerpt. The share of hits here may be higher or lower than overall.

Every second line gives: Candida biofilm, VCAM1 TNFa inh, MT1-MMP txn act, TNFa cytotox, cytoskel mod, IL1B cytotox, DAT uptake mod, Smad3 inh, PTPN22 inh 2
- Cc1ccc2cc(CCNC(=O)c3ccc4c(c3)OCO4)c(=O)[nH]c2c1
 : 9, 11, x, -6, -4, 7, -0.45, -7, -11
- CCOC(=O)Nc1ccc(OC)cc1S(=O)(=O)N1CCCCC1
 : 4, 2, 1.1, -2, -7, 8, 0.26, 11, 10
- Nc1nnc(-c2ccccc2)c(-c2ccccc2)n1
 : 1, 9, x, -1, -12, -83, 0.061, 5, 0
- Cc1ccccc1S(=O)(=O)c1c(C)cc(-c2ccccc2)[nH]c1=O
 : x, 5, x, -4, 27, -9, 0.11, x, 3
- CC1(CC(=O)O)SC(=O)NC1=O (stereo unspecified)
 : -4, 7, 1.1, -24, -12, -9, -0.63, 0, -5
- CCOC(=O)CN(C#N)c1nc(C)cc(C)n1
 : x, -9, x, -10, -6, 31, -0.023, x, 2
- C/C(=C\C(=O)O)C12CC3CC(CC(C3)C1)C2
 : 3, 9, 1.2, -12, -12, -3, -0.12, 5, 7
- O=C(CN1C(=O)COc2ccccc21)Nc1ccc(F)cc1
 : 7, 9, 1.2, -34, -6, -2, 0.95, 3, 3
- Cc1csc(=Nc2c(C)n(C)n(-c3ccccc3)c2=O)n1Cc1ccccc1
 : 1, 11, 1, 4, -19, 5, 0.79, -10, 4
- C1CNCCOCCNCCN1
 : 5, -20, 0.9, 8, -3, 2, 0.19, -5, 9
- c1ccc(C(c2ccccc2)N2CCN(Cc3nnnn3C3CCCCC3)CC2)cc1
 : -1, -12, 2*, -16, -1, -12, 0.69, -8, 4
- COc1ccc(NC(=O)N(C2CCCCC2)C2CCN(C(C)C)CC2)c(OC)c1
 : 0, 6, 1.1, -3, -1, -58, -1.5, 6[fluorescence artefact?], 4
- O=C(NCCc1ccc(Cl)cc1)C1CCN(C(=O)c2sccc2-n2cccc2)CC1
 : -2, -11, 1.2, -10, x, 2, 0.51, 16, 7
- Fc1ccc(Nc2nc(Oc3ccc4c(c3)OCO4)nc(N3CCOCC3)n2)c(F)c1
 : 1, -12, x, 6, -18, 13, -2, -1, 1
- Cc1nc2ccc(Cc3ccc4nc(C)[nH]c4c3)cc2[nH]1
 : 13, 14, 1.3, -14, -9, 0, 1, 10, -7

(next part)
Every second line gives: Candida biofilm, VCAM1 TNFa inh, MT1-MMP txn act, TNFa cytotox, cytoskel mod, IL1B cytotox, DAT uptake mod, Smad3 inh, PTPN22 inh 2
- c1ccc(-c2nc(NC3CC3)nc(-n3ccnc3)n2)cc1
 : -3, 1, 1.1, -33, 33, 4, -0.62, 2, -6
- CCOc1ccc(CNC(=O)C2CCC(=O)N2C2CCCC2)cc1OC (stereo unspecified)
 : 4, -5, 1.1, -45, 4, 3, -0.46, 1, -1
- COC(=O)CSc1nnc(CNC(=O)c2cccc(C)c2)n1-c1ccccc1OC
 : 2, 12, 1.2, 10, -6, 11, x, -1, -1
- N#CCCS(=O)(=O)c1nnnn1-c1ccccc1
 : 0, 15, 1.1, 3, 0, -8, -1.2, -10, -5
- COc1ccc(CCNC(=O)c2ccn[nH]2)cc1OC
 : 10, -8, 1.2, -18, 16, -10, -0.41, 5[fluorescence artefact?], -13
- Cc1cc(C(F)F)n2ncc(C(=O)NCCc3ccccc3Cl)c2n1
 : 2, -7, 1.1, -45, 4, 0, 0.06, 2, 2
- CCc1ccc(NS(=O)(=O)c2ccc3[nH]cc(C(=O)N4CCCCC4)c(=O)c3c2)cc1
 : x, 11, 1.2, 9, -8, 1, -1.1, x, -9
- Cn1c(=O)c2c(nc(SCc3cccnc3)n2Cc2ccccc2)n(C)c1=O
 : x, 14, x, -2, -39, -24, 2.7, x, 1
- Cn1c(CSc2nc3ccc(Br)cc3[nH]2)nc2ccccc21
 : 4, 2, 1.3, -31, -4, -12, -1.9, -2, -10
- CC1CCCCC1NC(=O)C1CCN(S(=O)(=O)N2CCC3(CC2)OCCO3)CC1 (stereo unspecified)
 : 11, -4, 1, -35, 0, -7, -0.71, 7, -11
- Cc1cc(=O)n2[nH]c(-c3ccco3)nc2n1
 : 3, -7, 1.3, -19, 10, -87, 0.39, 8, 7
- Cc1nn(-c2ccccc2C(=O)O)c(=O)c2ccccc12
 : 1, -9, 1.1, -2, 5, -118, -0.57, -5, 1
- C=CCOC(=O)C(C#N)c1nc2ccccc2nc1N1CCN(c2ccccc2OC)CC1 (stereo unspecified)
 : 1, x, 1.4, x, x, x, -0.36, 10, x
- CCCc1cc(=O)[nH]c(SCC(=O)N(C)CC(=O)Nc2ccccc2CC)n1
 : 4, -6, 1.2, -2, -13, -8, 0.5, -1, -3
- Cc1cc(C)n(-c2ccc(-n3ccnc3)nn2)n1
 : -1, 9, 1, -11, -2, -29, 0.32, 2, 3

Following part:
Every second line gives: Candida biofilm, VCAM1 TNFa inh, MT1-MMP txn act, TNFa cytotox, cytoskel mod, IL1B cytotox, DAT uptake mod, Smad3 inh, PTPN22 inh 2
- Cc1[nH]n2c(=O)c3c(nc2c1-c1ccccc1)CCCC3
 : 7, -18, 1, -12, -17, -1, 0.18, 2, -8
- COc1ccc(NS(=O)(=O)c2coc(C(N)=O)c2)cc1Cl
 : -3, 5, 1.1, 1, 10, 11, 0.21, 9, 2
- c1ccc2c(N3CCOCC3)nc(-c3ccncc3)nc2c1
 : 6, 5, 0.9, -12, -3, -7, -0.3, 5, -8
- Cc1cccc(OCC(O)Cn2c(=N)n(CCN3CCCCC3)c3ccccc32)c1 (stereo unspecified)
 : 0, x, 1, x, x, x, 1, 1, 0
- Cc1cc(C)c(Cn2c(=O)n(CCCC(=O)NCc3ccco3)c(=O)c3ccccc32)c(C)c1
 : 1, 6, 1, -6, 1, -14, -0.38, 6, -2
- CCOc1ccc(N(CC(=O)O)S(=O)(=O)c2ccc(F)cc2)cc1
 : 7, 1, 1.1, -5, -17, -19, -1.9, 10, 2
- Cc1onc(-c2ccccc2)c1C(=O)NCc1ccco1
 : 7, -9, 1.3, -24, -2, -23, -0.19, 14[fluorescence artefact?], -9
- Cn1c(=O)c2c(nc(SCCN3CCCCC3)n2Cc2ccc(Cl)cc2)n(C)c1=O
 : 10, 12, 1.2, -17, -16, -82, 0.027, 6, -4
- CC(=O)Nc1cccc(NC(=O)CCn2c(=O)sc3ccccc32)c1
 : x, 17, 1.1, -3, -9, -6, 1.8, x, 9
- O=C(OCC(=O)N(C1CCCCC1)C1CCCCC1)c1ccncc1
 : 6, x, 1.2, x, x, x, 0.31, 8, x
- Cc1onc(-c2ccccc2Cl)c1C(=O)Nc1sc2c(c1C(N)=O)CCC(C)C2 (stereo unspecified)
 : 5, -9, 1, -25, 2, -1, x, 7, 1
- CCC(Sc1nc(C)cc(=O)[nH]1)C(=O)Nc1ccc(Cl)cn1 (stereo unspecified)
 : 2, -8, 1.1, -25, -7, 6, -1.8, -11, -8
- O=C(Nc1ccc2oc(=O)ccc2c1)c1cccnc1Cl
 : 1, 6, 1.1, -1, 38, 0, 0.013, 8, 11
- O=C(Cc1ccc(-c2ccccc2)cc1)N1CCOCC1
 : 9, 6, x, -12, -7, -10, -0.14, 3, 2
- COCCNC(=O)CS(=O)Cc1nc(-c2ccccc2C)oc1C (stereo unspecified)
 : 8, -8, 1.1, 26, 11, 0, -0.94, -6, 0

9 entries already listed, arranged by length of the SMILES, high to low:
Every second line gives: Candida biofilm, VCAM1 TNFa inh, MT1-MMP txn act, TNFa cytotox, cytoskel mod, IL1B cytotox, DAT uptake mod, Smad3 inh, PTPN22 inh 2
- Cc1cc(C)c(Cn2c(=O)n(CCCC(=O)NCc3ccco3)c(=O)c3ccccc32)c(C)c1
 : 1, 6, 1, -6, 1, -14, -0.38, 6, -2
- Cc1onc(-c2ccccc2Cl)c1C(=O)Nc1sc2c(c1C(N)=O)CCC(C)C2 (stereo unspecified)
 : 5, -9, 1, -25, 2, -1, x, 7, 1
- Cc1cccc(OCC(O)Cn2c(=N)n(CCN3CCCCC3)c3ccccc32)c1 (stereo unspecified)
 : 0, x, 1, x, x, x, 1, 1, 0
- CCOc1ccc(N(CC(=O)O)S(=O)(=O)c2ccc(F)cc2)cc1
 : 7, 1, 1.1, -5, -17, -19, -1.9, 10, 2
- CC(=O)Nc1cccc(NC(=O)CCn2c(=O)sc3ccccc32)c1
 : x, 17, 1.1, -3, -9, -6, 1.8, x, 9
- O=C(OCC(=O)N(C1CCCCC1)C1CCCCC1)c1ccncc1
 : 6, x, 1.2, x, x, x, 0.31, 8, x
- COCCNC(=O)CS(=O)Cc1nc(-c2ccccc2C)oc1C (stereo unspecified)
 : 8, -8, 1.1, 26, 11, 0, -0.94, -6, 0
- c1ccc2c(N3CCOCC3)nc(-c3ccncc3)nc2c1
 : 6, 5, 0.9, -12, -3, -7, -0.3, 5, -8
- Cc1onc(-c2ccccc2)c1C(=O)NCc1ccco1
 : 7, -9, 1.3, -24, -2, -23, -0.19, 14[fluorescence artefact?], -9

The results go on:
Every second line gives: Candida biofilm, VCAM1 TNFa inh, MT1-MMP txn act, TNFa cytotox, cytoskel mod, IL1B cytotox, DAT uptake mod, Smad3 inh, PTPN22 inh 2
- Cc1ccc(-c2nc3cnccn3c2Nc2ccc3c(c2)OCCO3)o1
 : 9, x, 1.3, x, x, x, 0.22, 4, x
- O=C(CCCN1Cc2ccccc2C1)c1ccc(F)cc1
 : 2, 11, 1.2, -20, -6, 0, 0.035, 13, 1
- CC(C)N(C(=O)Nc1ccc2nccnc2c1)C(C)C
 : x, 9, 1.3, -26, -10, -40, x, x, -7
- Cc1cc(C)c2c(-n3cccc3)c(C(=O)O)sc2n1
 : 6, 5, 1.1, -17, 4, -5, 0.65, 1, -6
- COc1ccc(N2CCN(C(CNC(=O)c3ccc4c(c3)OCO4)c3cccnc3)CC2)cc1 (stereo unspecified)
 : 6, x, 1.2, x, x, x, 0.91, 18[fluorescence artefact?], 2
- Cc1sc2nc(SCC(=O)NCc3ccco3)[nH]c(=O)c2c1C
 : 7, x, 1, x, x, x, -0.03, 8, x
- Cc1cc(C)cc(N(CC(=O)N2CCN(c3ccccc3)CC2)S(=O)(=O)c2c(C)noc2C)c1
 : 7, 6, 1.1, -30, 6, 9, 0.41, 3, -1
- CC(=O)N(CCP(=O)(c1ccccc1)c1ccccc1)Cc1ccco1
 : 4, 6, 1.2, -10, -13, -30, -0.12, -2, -2
- CC12CC3(C)CC(C)(C1)CC(C(=O)NC1=NCCS1)(C2)C3
 : 5, 7, 1.1, -6, 7, x, 0.43, 2, -9

Bioassay records from PubChem.
